High-throughput results from PubChem BioAssay.
MKP-1 inh: inhibitors of human MKP-1 phosphatase; recombinant MKP-1, OMFP hydrolysis fluorescence; actives 0.15% (n = 65,000); AID 374; P28562; inhibition, %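 (compounds tested at a single concentration somewhere between 10 and 100 µM)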;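 active means inhibition above about 50%, limit read from the data; inconclusive means inhibition over screen mean plus 3 SD, below that limit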;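 further: 0% = DMSO max control wells and 100% = wells with enzyme stopped by NaOH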
Target sequence (P28562 whole entry, looked up): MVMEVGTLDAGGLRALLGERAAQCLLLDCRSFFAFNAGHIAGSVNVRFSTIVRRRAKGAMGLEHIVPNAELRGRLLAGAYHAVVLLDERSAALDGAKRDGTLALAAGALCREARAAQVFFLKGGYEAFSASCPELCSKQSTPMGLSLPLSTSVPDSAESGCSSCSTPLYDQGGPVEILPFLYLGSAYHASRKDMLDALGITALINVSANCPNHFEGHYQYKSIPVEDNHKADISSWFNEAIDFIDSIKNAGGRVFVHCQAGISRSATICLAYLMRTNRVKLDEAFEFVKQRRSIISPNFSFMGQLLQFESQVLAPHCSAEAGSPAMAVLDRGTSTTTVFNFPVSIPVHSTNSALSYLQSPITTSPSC
FXIa inh mix: inhibitors of human coagulation factor XIa, pooled mixtures. P03951. purified FXIa, fluorogenic substrate. inhibition, % at 5 µM. actives 0.19% (n = 62,000);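 further: each value is inhibition by a whole ten-compound pool holding the compound; 0% = enzyme with no mixture and 100% = wells lacking enzyme; strong numbers were not always called active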
5HT1a ag: agonists of human 5-HT1a serotonin receptor; P08908; AID 567; actives 0.56% (n = 65,000); CHO 5-HT1a Ga15 NFAT-bla reporter, FRET ratio; 0% basal, 100% maximal reference agonist; activation, % at 10 µM;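 active means activation above the screen-wide mean activation plus 3 SD, cut at about 19% in these data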;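 further: 0% = DMSO wells and 100% = 5-CT at EC100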
Target sequence (P08908 whole entry, looked up): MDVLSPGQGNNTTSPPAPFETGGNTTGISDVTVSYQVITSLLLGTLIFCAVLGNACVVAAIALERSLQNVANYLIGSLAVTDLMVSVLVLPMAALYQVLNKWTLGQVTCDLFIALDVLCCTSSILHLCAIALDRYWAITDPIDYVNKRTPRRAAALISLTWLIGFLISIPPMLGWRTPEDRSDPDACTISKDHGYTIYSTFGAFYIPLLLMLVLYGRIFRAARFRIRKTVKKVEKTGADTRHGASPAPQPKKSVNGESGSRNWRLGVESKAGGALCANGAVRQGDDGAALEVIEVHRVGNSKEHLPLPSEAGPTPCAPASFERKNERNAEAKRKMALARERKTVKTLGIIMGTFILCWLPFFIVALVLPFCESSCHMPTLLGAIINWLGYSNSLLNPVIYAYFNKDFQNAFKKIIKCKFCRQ
CatL block: blocks human cathepsin L protease activity; P07711; purified cathepsin L, fluorogenic substrate, fluorescence; AID 460; inhibition, %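 (tested at 10 µM)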; actives 0.17% (n = 58,000); in the data active means inhibition above about 45%;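 further: 0% = enzyme with no compound and 100% = no enzyme blank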
Hsp90 block: displaces geldanamycin probe from tumor Hsp90. AID 429. NCI-N417 lysate Hsp90, Cy3B-geldanamycin FP displacement. inhibition, % at 30 µM. P07900. actives 0.35% (n = 64,000);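 active means inhibition above 50%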;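 further: 0% = tracer plus lysate wells and 100% = tracer alone without lysate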
Cdc25B inh: inhibitors of human Cdc25B phosphatase. P30305. recombinant Cdc25B, OMFP fluorescence Ex485/Em525. inhibition, %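 (compounds tested at 10 µM final in the well)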. actives 0.1% (n = 65,000). AID 368; in the data active means inhibition above about 50%
FXIIa mix inh: inhibitors of human coagulation factor XIIa, pooled mixtures | P00748 | actives 0.2% (n = 62,000) | inhibition, % at 5 µM | purified FXIIa, fluorogenic substrate | AID 684;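 further: 0% = enzyme without compound and 100% = no enzyme blank; some results filed as inactive read as strong as hits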
C1s block: blocks human complement C1s protease activity; mean inhibition % of two 10-compound mixtures (stronger effect = higher value), % at 5 µM (by protocol); P09871; purified C1s, fluorogenic AMC substrate, pooled mixtures; actives 0.16% (n = 62,000);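 active means inhibition above 20% in each of the two 10-compound mixture wells holding the compound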;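 further: 0% = enzyme wells lacking compound mixture and 100% = no-enzyme blank wells; some compounds called inactive have numbers as strong as hits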
CatG inh: inhibitors of human cathepsin G. inhibition, % at 5 µM (by protocol). actives 0.2% (n = 62,000). purified enzyme, AMC-tetrapeptide fluorescence, pooled mixtures. P08311;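 active means inhibition above 20% in each of the two mixture wells holding the compound; inactive means inhibition of 20% or less in either well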;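 further: 0% = enzyme control without mixture and 100% = blank lacking enzyme; strong numbers were not always called active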
Target sequence (P08311 21-244 limits assumed): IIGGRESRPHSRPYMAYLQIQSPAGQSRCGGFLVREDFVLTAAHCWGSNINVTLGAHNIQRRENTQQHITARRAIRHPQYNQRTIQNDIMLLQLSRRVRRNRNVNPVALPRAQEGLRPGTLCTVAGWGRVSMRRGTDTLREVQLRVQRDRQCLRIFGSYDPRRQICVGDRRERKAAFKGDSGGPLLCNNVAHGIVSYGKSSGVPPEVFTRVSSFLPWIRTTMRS
Active calls of the source: *; ? = inconclusive; · = not tested or not shown. Unless noted, no stated cut-off is given here; in the data, active means inhibition above about 20% (passing the limit was not always enough); inactive means the rest.

SMILES	MKP-1 inh	FXIa inh mix	5HT1a ag	CatL block	Hsp90 block	Cdc25B inh	FXIIa mix inh	C1s block	CatG inh
O=C(Nc1ccn(C2CC(OC(=O)c3ccccc3)C(CO)O2)c(=O)n1)c1ccccc1 (configuration not stated)	10	-3	-0.2	10	-2	-19	1	-1	8
Nc1ccc2[nH]ncc2c1	-7	6	-1.0	-10	0	-20	-2	12	8
O=C(O)c1ccc(NCc2ccc3c(c2)OCO3)cc1	0	9	-0.4	·	-3	-6	1	3	-8
CCCSc1nnc(N2C(=O)CC(c3ccsc3)C3=C2CCCC3=O)s1 (configuration not stated)	1	2	-0.8	15	-1	7	0	2	7
COc1ccc(OC)c(C2C(C#N)=C(N)Oc3c2c(C)nn3-c2ccc(C)cc2)c1 (configuration not stated)	9	3	-2.9	31	-2	-16	0	-2	8
CCn1ncc(C2=NOC(C(=O)NCc3ccccc3)C2)c1C (configuration not stated)	-2	10	-5.1	-2	-3	-9	8	3	2
O=S(=O)(c1cccs1)N1CCN(c2ncccn2)CC1	-4	1	-4.0	-4	-5	-7	0	0	-4
Cc1ccc(-n2c(C)cc(C(=O)CSc3nnnn3C)c2C)cc1	1	3	-0.8	·	-3	-1	2	13	5
CCCCC(=O)c1c(O)c2ccccc2oc1=O	-4	18	0.2	23	1	9	2	0	2
O=c1c(-c2ccc3c(c2)OCCO3)coc2c(CN3CCOCC3)c(O)ccc12	-22	6	0.8	-4	72*	-3	1	-3	-2
Cc1ccc2[nH]c(=O)c(C(c3nnnn3CC3CCCO3)N3CCCc4ccccc43)cc2c1 (configuration not stated)	28	10	-3.1	7	-3	4	6	-40	-5
Cn1c(SCC(=O)NC2CCCC2)nc2cccnc21	14	-1	-1.8	3	1	-13	8	-7	-4
CS(=O)(=O)N(CC(=O)NCc1ccccn1)c1ccc2c(c1)OCCO2	-10	4	-1.4	3	-2	1	5	19	12
Cc1ccc(CNC(=O)COC(=O)c2c(C)noc2C)cc1	-6	-2	-1.3	1	-3	3	12	-12	-8
CCOC(=O)N1CCN(C2=NC3(CCCCC3)C(C#N)C(=O)N2)CC1 (configuration not stated)	-13	2	0.0	1	0	-8	-14	-6	-1
O=C(Nc1ccccc1C(=O)OCn1nnc2ccccc2c1=O)c1ccco1	10	13	-1.2	8	-2	-14	6	5	11
Clc1ccccc1OCCN1CCCCC1	9	-1	-1.1	-3	-1	-14	9	7	4
Cc1ccc(-n2nnnc2SCC(=O)NCCC2=CCCCC2)c(C)c1	30	·	1.1	·	-1	-15	·	·	·
O=C(Cc1cccs1)Nc1ccon1	24	-6	-0.2	19	-10	-2	-6	-25	2
CCCCNC(=O)c1c(C)cc(=O)oc1C	-6	0	2.1	9	0	-7	-16	-10	7
COC(=O)c1ccc(-n2nnnc2SCC(=O)Nc2cc(OC)ccc2OC)cc1	-25	3	-4.0	-10	0	-9	-2	-1	0
O=S(=O)(c1ccc(S(=O)(=O)N2CCCN(Cc3ccccc3)C2)cc1)N1CCCCCC1	-1	9	0.2	15	0	-3	2	-2	0
CCN1CCN(C(c2cc3cccc(C)c3[nH]c2=O)c2nnnn2Cc2ccccc2)CC1 (configuration not stated)	-21	-6	-4.1	-4	-4	2	12	-17	5
O=C(CCCn1c(=S)[nH]c2ccsc2c1=O)NCc1ccco1	2	-7	0.2	5	-2	5	3	-16	6
O=C(NCCc1ccccc1)C1CCCN1C(=O)Nc1ccc(F)cc1 (configuration not stated)	-6	9	-1.7	-6	-4	-11	0	5	-1
COc1cccc(-c2nn(C)c3sc(C(=O)NCc4ccco4)cc23)c1	8	1	-4.1	-2	-4	-5	-17	-8	-2
O=C(Nc1ccc(Br)cc1F)c1sccc1-n1cccc1	2	3	-0.8	3	0	-4	1	12	0
Cc1ccc(Cn2ncc3c(N4CCN(Cc5ccc(Cl)cc5)CC4)ncnc32)cc1	-13	·	4.2	18	6	13	·	·	·
CCn1nccc1C(=O)NC1=C(C#N)CCC1	-1	5	0.4	15	-10	-2	4	16	11
O=S(=O)(c1cccc2cccnc12)N1CCOCC1	27	-2	-0.5	6	-2	-8	0	-1	-4
O=C(Nc1ccc(N2CCOCC2)cc1)Nc1ccc2nc(-c3ccco3)c(-c3ccco3)nc2c1	37	10	-0.5	16	-6	9	-16	13	15
COc1ccc(Br)cc1-c1nc(C)c(C(C)=O)n1O	?	13	-4.6	·	-8	-3	9	0	-1
O=C(NC(Cc1ccccc1)C(=O)NCc1ccccn1)c1ccco1 (configuration not stated)	5	-6	0.9	-3	-2	-3	2	-85	1
Cc1ccc(CCNC(=O)CCNS(=O)(=O)c2ccc3c(c2)c(=O)n(C)c(=O)n3C)cc1	-2	3	-0.8	10	-2	1	2	-31	1
COc1ccc(-c2ccc(-c3noc(-c4ccccc4C)n3)c(OC)n2)cc1	17	5	0.3	-206	-4	-3	13	33	-6
CCCCn1c(Cl)nc2c1c(=O)n(C)c(=O)n2C	-35	8	-4.6	11	-3	-3	-11	5	9
COc1ccc(OC)c(C2C(C(=O)N(C)C)=C(C)Nc3nc4ccccc4n32)c1 (configuration not stated)	7	13	-1.1	0	-1	8	3	-1	1
O=C(CCCCn1c(=O)c2ccccc2n(Cc2ccc(Cl)cc2)c1=O)NCc1ccco1	1	14	-0.9	34	1	7	12	4	3
O=C1CCCc2c1[nH]c1ccc(Br)cc21	-6	2	-0.5	16	2	5	8	6	3
CCOc1ccc(C(=O)N2CCN(C(=O)c3ccco3)CC2)cc1OCC	-6	3	-2.0	-3	0	-7	4	-4	-13
COCCOCC(O)CN1CCN(c2ccccc2)CC1 (configuration not stated)	15	0	-0.8	1	-2	-6	6	-15	9
Cc1cccc2c(=O)oc(-c3ccc4c(c3)C(=O)N(CC3CCCO3)C4=O)nc12 (configuration not stated)	2	5	-3.9	-19	0	-12	-15	-2	3
O=C1NCCN1C(=O)c1cccc(Cl)c1	-16	3	-0.6	7	-3	0	3	13	-1
CC(NC(=O)Nc1nnc(C(F)(F)F)s1)(C(F)(F)F)C(F)(F)F	-34	·	2.8	-5	1	-23	·	·	·
Cc1c(CN(C)C(=O)CSc2nc(-c3ccco3)cc(C(F)(F)F)n2)cnn1C	19	9	-4.2	16	-10	-5	13	18	12
COCC(C)n1c(COc2ccccc2F)nnc1SCc1c(C)noc1C (configuration not stated)	3	7	0.2	2	-1	-9	11	12	9
CC1CC(N(C(=O)c2ccco2)c2ccccc2)c2ccccc2N1 (configuration not stated)	0	2	-0.6	5	1	-18	1	3	8
CCn1c(CC(C)C)n[nH]c1=S	-7	-5	-4.8	0	2	-13	6	-43	3
COc1ccc(CN(C(=O)c2cccs2)c2nccs2)cc1OC	-11	1	-3.0	-1	-4	-11	6	-2	7
CC(C)CC(=O)Nc1cccc(-c2nc3ccccc3o2)c1	-6	4	0.9	-20	1	-1	-6	-1	-5
Oc1ccc(Cl)cc1-c1cc(-c2ccccc2)n[nH]1	-8	3	-3.4	2	-5	-12	10	1	-8
Cn1c(=O)c(C(=O)Nc2ncccc2O)c(O)c2ccccc21	8	1	0.9	·	·	-6	9	-8	-1
COC(=O)c1cn(CC(=O)NCc2ccco2)c2ccccc12	0	8	-2.5	17	-1	-4	10	1	1
Cc1nc(N2CCOCC2)[nH]c(=O)c1CCC(C)C	13	5	-4.5	8	-1	-11	2	19	10
CCOC(=O)Nc1cc(C(=O)OCC)c(C)nc1C	-2	5	-1.8	-12	·	-9	-1	-65	3
COC(=O)c1c(-c2ccncc2)csc1NC(=O)c1ccoc1C	14	6	8.6	3	-1	-6	4	6	6
C=CCn1c(COc2ccccc2)nnc1SCC(=O)Nc1ccc2c(c1)OCCO2	-6	-33	-2.1	-3	-2	-2	0	-130	-22
COc1ccc2cc(C(=O)NCc3ccco3)c(=O)oc2c1	3	-14	0.2	-8	-2	-7	3	-92	-10
Cc1csc(NC(=O)c2ccco2)n1	-4	9	-0.2	-3	-1	-9	-20	22*	13
CC(=Nc1ccc(C)c(C)c1)C1=C(O)CCC1=O	-11	9	0.3	-2	-7	-17	4	-15	23

Going on with the list.
SMILES	MKP-1 inh	FXIa inh mix	5HT1a ag	CatL block	Hsp90 block	Cdc25B inh	FXIIa mix inh	C1s block	CatG inh
COc1cccc(OCC(O)CN2CCC(Cc3ccccc3)CC2)c1 (configuration not stated)	-5	3	8.8	17	0	-12	-6	3	-3
N#CCCn1cc(C(CC(=O)c2ccccc2)C(=O)O)c2ccccc21 (configuration not stated)	12	·	-1.0	·	-3	-8	·	·	·
COc1ccc(-n2nc(C(=O)N3CCCCC3)c3ccccc3c2=O)cc1	-2	8	-2.1	4	-3	3	3	-192	-21
COc1cc(OC)c(Nc2cc(C)nc3nc(C)nn23)cc1Cl	2	3	-2.8	·	1	4	-2	14	11
CC(C)CC(=O)Nc1ccc2oc(-c3ccncc3)nc2c1	7	-2	-2.0	1	-1	8	9	7	9
O=C(OCC(=O)N1CCN(C(=O)c2ccco2)CC1)c1ccccc1C(=O)c1ccccc1	7	-1	2.9	8	2	-16	-3	-8	-7
COC(=O)c1cc2ccccc2c(=O)s1	-3	4	-1.1	10	1	6	7	3	-2
O=C(c1ccccc1C(=O)N1CCN(c2ccc(F)cc2)CC1)N1CCN(c2ccc(F)cc2)CC1	-2	12	0.5	·	-4	-9	2	4	-1
COCCCNC(=O)c1ccc(N(C)S(C)(=O)=O)cc1	5	4	3.2	25	4	-2	4	-7	-2
N#Cc1cc2c([nH]c1=S)CCCCCC2	6	4	-3.5	7	-3	-11	0	5	9
CCOC(=O)C1CCN(S(=O)(=O)Cc2ccccc2)C1=O (configuration not stated)	33	-4	-3.9	32	0	-10	1	0	10
COC(=O)c1cc(-c2ccc(OC)c(OC)c2)n[nH]1	4	0	-1.0	10	-6	-4	-1	-3	9
CCn1c(SCC(=O)Nc2nc(-c3ccc(C)cc3)cs2)nnc1-c1ccccc1O	9	-1	-1.6	16	0	1	1	-15	2
COC(=O)C(NC(=O)c1ccccc1)=C(C)C	-7	0	-0.2	-15	-2	6	1	-34	-14
Cc1cccc(N2CCN(C(=O)CCn3c(=O)[nH]c4ccccc4c3=O)CC2)c1C	19	5	2.3	23	-1	-25	1	12	6
CCOc1cc(C2NC(=O)NC(O)(C(F)(F)F)C2C(=O)c2ccc(Cl)cc2)ccc1O (configuration not stated)	19	-1	-0.9	18	-1	1	5	13	8
O=C(CSC1CCCCC1)Nc1nccs1	1	1	0.8	13	-4	-6	-15	-22	0
COc1ccc(C(=O)NCc2nnc(SCC(=O)NCc3ccc(F)cc3)o2)cc1	-4	-4	-0.5	9	-2	2	8	1	6
Cc1cccc(OCC(=O)NCc2ccncc2)c1C	0	3	1.4	5	-4	-30	-20	-31	0
COc1ccc(N2CC(=O)N(c3ccc(OC)c(OC)c3)CC2=O)cc1OC	-2	·	-1.0	-17	-5	3	·	·	·
CC(=O)N1CCc2c(sc(NC(=O)C3CC3)c2-c2nc3ccccc3s2)C1	32	8	-1.2	-10	-18	-6	9	14	10
c1ccc2c(c1)CCN2CCN1CCc2ccccc21	10	9	-1.2	5	-2	-5	2	-28	0

Four entries out of the list, sorted by molecular weight, high to low.
SMILES	MKP-1 inh	FXIa inh mix	5HT1a ag	CatL block	Hsp90 block	Cdc25B inh	FXIIa mix inh	C1s block	CatG inh
CCn1c(SCC(=O)Nc2nc(-c3ccc(C)cc3)cs2)nnc1-c1ccccc1O	9	-1	-1.6	16	0	1	1	-15	2
COc1ccc(C(=O)NCc2nnc(SCC(=O)NCc3ccc(F)cc3)o2)cc1	-4	-4	-0.5	9	-2	2	8	1	6
CCOC(=O)C1CCN(S(=O)(=O)Cc2ccccc2)C1=O (configuration not stated)	33	-4	-3.9	32	0	-10	1	0	10
c1ccc2c(c1)CCN2CCN1CCc2ccccc21	10	9	-1.2	5	-2	-5	2	-28	0

This is a random part of the collection; any-hit rate near 1.6%.
